Assay outcomes as filed in PubChem.
TDP43 rescue: rescues yeast growth from TDP-43 toxicity. AID 652104. Potency, µM (titrated, usually from 46.1 µM), inactives show at the top dose growth rescue (activation), usual class: activators. TDP-43 expressing yeast growth rescue, BacTiter-Glo, 24 h. actives 1.8% (n = 410,000); further: % of control where 0% means no effect; nearly all actives have a fitted effect of over 50% in size
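Growth rescue of TDP-43-toxic yeast measured as ATP luminescence (BacTiter-Glo). Cells grown to mid-log in raffinose, induced in galactose at OD600=0.02, exposed to compound 24 hr at 30 deg C.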
HT1080 IDH1KD tx: kills HT-1080 cells with IDH1 knockdown | actives 2% (n = 360,000) | HT-1080 IDH1 knockdown viability, ATP luminescence, 48 h | Potency, µM (series often up to 46.1 µM), for inactives: at the highest dose activity, negative = toxicity, actives largely listed as cytotoxic;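 further: 0% = DMSO wells and -100% = cell-free medium wells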
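CellTiter-Glo luminescence after 48 h compound exposure at 37 degrees C of IDH1-knockdown HT-1080 cells in 5% FBS RPMI. %Activity scaled between DMSO wells and cell-free media wells, with curves fitted and assigned curve classes.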
GLP-1R agonist: GLP-1 receptor (human) agonism | HEK293 GLP-1R CRE-luciferase, luminescence, 4-6 h; cells express a hypersensitive GLP-1R form | Potency, µM (highest dose often 45.6 µM), for inactives: top-dose activation, actives largely listed as activators | actives 0.007% (n = 380,000) | AID 624172; further: % of control where 0% means no effect
Target sequence (P43220 whole entry, looked up): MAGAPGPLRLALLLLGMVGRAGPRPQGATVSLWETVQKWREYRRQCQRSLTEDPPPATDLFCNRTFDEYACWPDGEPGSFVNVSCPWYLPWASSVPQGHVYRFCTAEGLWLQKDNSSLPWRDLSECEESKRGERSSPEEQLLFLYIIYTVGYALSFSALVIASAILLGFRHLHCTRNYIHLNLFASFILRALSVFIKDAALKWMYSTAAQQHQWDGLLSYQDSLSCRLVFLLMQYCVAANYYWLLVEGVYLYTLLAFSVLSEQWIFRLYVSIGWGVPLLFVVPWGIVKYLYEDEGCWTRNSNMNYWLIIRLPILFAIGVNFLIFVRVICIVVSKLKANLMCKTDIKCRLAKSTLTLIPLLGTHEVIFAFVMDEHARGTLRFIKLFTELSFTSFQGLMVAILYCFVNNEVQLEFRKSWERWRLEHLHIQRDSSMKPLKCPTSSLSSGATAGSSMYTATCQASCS
HT1080-NT tox: kills 2HG-producing HT-1080-NT fibrosarcoma cells. AID 686970. actives 1.6% (n = 360,000). Potency, µM (series often up to 46.1 µM), inactives show at the highest dose activity, negative = less viability, hits mostly cytotoxic. HT-1080-NT fibrosarcoma viability, CellTiter-Glo ATP luminescence, 48 h;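 further: NT is the 2HG producing partner of a matched IDH1 knockdown line; 0% = DMSO-treated cells and -100% = media-only wells without cells; nearly all actives have a fitted effect of over 55% in size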
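HT-1080-NT fibrosarcoma cells (2HG-overproducing), 750 cells/well in RPMI with 5% FBS, dosed after 2 h and incubated 48 h at 37C. CellTiter-Glo luminescence normalized to DMSO and no-cell wells; concentration-response curves fitted and classed.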
KB-3-1 tox: KB-3-1 parental cell cytotoxicity | KB-3-1 viability, CellTiter-Glo ATP luminescence, 72 h | Potency, µM (top dose mostly 46.1 µM), for inactives: at the top dose activity change, negative = cytotoxic, most hits filed as cytotoxic | actives 1.4% (n = 400,000) | AID 1347075; further: on the % scale 0 is the no-effect control and ±100 the full control effect; nearly all actives have a fitted effect of over 60% in size
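Screening of KB-3-1 cells (DMEM, 10% FBS, phenol-red free) ran from lowest to highest compound concentration; after 72 h at 37 °C viability was read luminescently and curves fitted.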
HEK293 tox: cytotoxicity counter-screen for GLP-1 receptor inverse agonists | HEK293 cAMP-luciferase reporter cells, luminescence, 24 h | Potency, µM (highest dose often 38.3 µM), for the others: at the highest dose activity change, negative = inhibition, most hits filed as inhibitors | actives 0.13% (n = 410,000);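 further: loss of luciferase light is scored as toxicity; on the % scale 0 is the no-effect control and ±100 the full control effect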
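Luminescence readout: signal drop marks cytotoxicity. Plated cells grew 12 h at 37 °C, 5% CO2, received 23 nL compound for 24 h, then got luciferase reagent, read after 12 min at RT.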
SW480 rereplic: induces DNA re-replication in SW480 colon adenocarcinoma cells. SW480 DNA re-replication, Hoechst DNA content imaging, 48 h. Potency, µM (highest dose often 46.1 µM), for inactives: at the top dose re-replication activation, most hits filed as activators. actives 1.8% (n = 340,000). AID 624297; further: % of control where 0% means no effect; nearly all actives have a fitted effect of over 55% in size
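SW480 cells exposed to compounds for 48 hr at 37 C, 5% CO2, then Hoechst-stained 40 min. Nuclear DNA content imaged by fluorescence scanning (405 nm excitation, 500-530 nm emission); re-replication scored as increased high-intensity nuclei.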
KB-V1 MDR tox: KB-V1 MDR subline cytotoxicity; actives 3.4% (n = 400,000); KB-V1 MDR cells viability, CellTiter-Glo, 72 h; Potency, µM (doses to about 46.1 µM), without a hit: at the top dose activity change, negative = cytotoxicity, hits mostly cytotoxic; AID 1347076; further: on the % scale 0 is the no-effect control and ±100 the full control effect; nearly all actives have a fitted effect of over 60% in size
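Cells of the MDR subline KB-V1 are plated, dosed with compound at multiple concentrations, and incubated 72 h at 37 degrees C; CellTiter-Glo is then added and luminescence read after 10 min.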
GLP1R inv ag: acts as inverse agonist at human GLP-1 receptor. P43220. HEK293 GLP-1R CRE-luciferase, luminescence, 24 h; GLP-1R form is constitutively active. Potency, µM (series often up to 38.3 µM), for inactives: at the top dose activity change, negative = inhibition, most hits filed as inhibitors. actives 1.6% (n = 410,000); further: on the % scale 0 is the no-effect control and ±100 the full control effect; nearly all actives have a fitted effect of over 55% in size
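Assay principle: reduced luminescence from a cAMP-responsive reporter in HEK293 cells co-expressing a constitutively active GLP-1R. Conditions: 24 hr compound incubation, 37 deg C, 5% CO2.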
Active calls of the source: *; ? = inconclusive; · = no result given; [ ] = another dose, or the depositor's remark. The call rests on the fitted dose curve; in most records, active means well fitted curve in the direction sought with a large enough effect; inconclusive means small, poorly fitted or top-dose-only effect, or another doubt; inactive means no such curve, though single readings can be large; an effect the other way counts as inactive or inconclusive. Potency means the concentration at half of the fitted maximal effect. Rows are unselected; any-hit rate near 9.4%.

SMILES | TDP43 rescue | HT1080 IDH1KD tx | GLP-1R agonist | HT1080-NT tox | KB-3-1 tox | HEK293 tox | SW480 rereplic | KB-V1 MDR tox | GLP1R inv ag
CN1CCN(C(=S)Nc2cc([N+](=O)[O-])ccc2Cl)CC1 | 5% | -5% | -9% | 1% | 5% | -1% | 8% | ? | 11%
COc1cc(NS(=O)(=O)c2cccc3nsnc23)cc(OC)c1 | -9% | -6% | 6% | 6% | 7% | 3% | 2% | ? | 0%
CC(=O)Nc1ccc(NC(=O)C2Cc3c(-c4cccc(C(C)=O)c4)ccnc3O2)cc1 (stereo not given) | 21% | -1% | -3% | -1% | 0% | 0% | · | 4% | 22%
COc1cccc(C=C(C#N)C(=O)c2ccccc2)c1 | 16% | ? | 3% | 23% | 6% | 6% | · | 0% | 5%
Cn1cc(Br)c(C(=O)NC(=S)Nc2ccc(S(N)(=O)=O)cc2)n1 | -9% | 1% | 2% | 2% | 8% | 0% | 4% | -26% | 54%[activator]
O=C(COC(=O)c1cccc(Br)c1)NCCc1ccc(F)cc1 | 13µM* | -1% | -6% | -2% | 7% | -25% | -3% | 0% | -1%
Cc1cccc(NC(=O)CSc2nc3c(oc4ccccc43)c(=O)n2-c2ccccc2)c1 | -13% | 2% | 13% | -1% | ? | -7% | 1% | ? | -30%
COc1ccc(/C=C2/SC(=S)NC2=O)cc1OCc1ccccc1 | -16% | -14% | -6% | -12% | -23% | -29% | 24% | -1% | -15%
CC(C)[C@H](NS(=O)(=O)c1ccc2c(c1)OCCO2)C(=O)OCC(=O)Nc1ccccc1 | -10% | 9% | -1% | 8% | 5% | -3% | ? | -13% | -7%
CNC(=O)NC1CCCCc2sccc21 (stereo not given) | -4% | -7% | -2% | -9% | -6% | -1% | -5% | -8% | 0%
Cc1ccccc1C1NC(c2ccccc2C)C(C)C(=O)C1C (stereo not given) | 21% | -1% | 2% | 2% | 4% | -7% | -26% | -11% | ?
O=C(CSc1nnc(-c2ccccc2F)o1)NC(=O)Cc1ccccc1 | 12% | 3% | -2% | -1% | -2% | 0% | 3% | -6% | 20%
O=C(C1CCCN(S(=O)(=O)c2cccnc2)C1)N1CCN(c2ccccn2)CC1 (stereo not given) | 5% | 6% | 12% | 12% | 1% | -12% | 1% | -14% | -18%
COc1cc(/C=N/NC(=O)CSc2nc3ccccc3n2C)cc(OC)c1OC | -12% | -10% | 0% | -2% | -7% | -1% | -5% | 0% | 16%
CCN(CC)S(=O)(=O)N1CCC(C(=O)NCC2COc3ccccc3O2)CC1 (stereo not given) | -18% | 4% | -8% | 8%[9.24 µM] | ? | 1% | -1% | ? | -6%
COc1cc(Cn2c3ccc(NC(=O)NCc4ccc(F)cc4)cc3c(=O)n2C)ccc1F | -1% | ? | 3% | ? | 9.2µM* | ? | · | -9% | ?
Cc1ccc(C(=O)N/C(=C\c2ccc(-c3cccc([N+](=O)[O-])c3)o2)C(=O)NCCCN(C)C)cc1 | -4% | 15µM* | 7% | 18µM* | ? | ? | 0% | 0% | ?
C/C(N)=C(/C#N)C(=O)COC(=O)Cc1coc2cc(C)ccc12 | 2%[9.22 µM] | 4% | 7% | -2% | 20% | -1% | -6% | 0% | -1%
Nc1nc(SC23CC4CC(CC(C4)C2)C3)ns1 | 4% | 3% | 3% | 29% | 6% | 1% | -63%[inhibitor] | ? | 14%
Cc1cc(C)nc(Nc2n[nH]c(-c3ccccc3C)n2)n1 | 7% | 12% | -6% | 14% | 6% | -10% | -12% | 2% | 19%

Reprinted from the part before: 5 compounds; new compounds follow.
SMILES | TDP43 rescue | HT1080 IDH1KD tx | GLP-1R agonist | HT1080-NT tox | KB-3-1 tox | HEK293 tox | SW480 rereplic | KB-V1 MDR tox | GLP1R inv ag
COc1cc(Cn2c3ccc(NC(=O)NCc4ccc(F)cc4)cc3c(=O)n2C)ccc1F | -1% | ? | 3% | ? | 9.2µM* | ? | · | -9% | ?
Cc1ccc(C(=O)N/C(=C\c2ccc(-c3cccc([N+](=O)[O-])c3)o2)C(=O)NCCCN(C)C)cc1 | -4% | 15µM* | 7% | 18µM* | ? | ? | 0% | 0% | ?
C/C(N)=C(/C#N)C(=O)COC(=O)Cc1coc2cc(C)ccc12 | 2%[9.22 µM] | 4% | 7% | -2% | 20% | -1% | -6% | 0% | -1%
Nc1nc(SC23CC4CC(CC(C4)C2)C3)ns1 | 4% | 3% | 3% | 29% | 6% | 1% | -63%[inhibitor] | ? | 14%
Cc1cc(C)nc(Nc2n[nH]c(-c3ccccc3C)n2)n1 | 7% | 12% | -6% | 14% | 6% | -10% | -12% | 2% | 19%
CC1(C)NC(=O)C(CCc2ccccc2)NC1=O (stereo not given) | 12% | 20% | -2% | ? | 0% | -6% | · | 10% | 11%
CC1=C(C(=O)N(C(C)C)C(C)C)CC(CC(=O)NCCCCc2ccccc2)C(=O)N1Cc1ccccc1 (stereo not given) | 7% | -11% | -4% | 2% | -11% | -12% | · | -10% | ?
CN(C)C(CNC(=O)CCOc1ccccc1)c1ccco1 (stereo not given) | 12% | 4% | 3% | 7% | 10% | 5% | -10% | ? | 2%
COc1ccc(N2CC(C(=O)N3CCC(c4nc5ccccc5[nH]4)CC3)CC2=O)cc1 (stereo not given) | -4% | -14% | -1% | 0% | -20% | 9% | 13% | 0% | 8%
O=C(OCc1ccccc1)N1CCC2CC1c1ccc(-c3ccc4c(c3)OCO4)cc12 (stereo not given) | 20% | 4% | -1% | ? | -15% | 1% | · | -16% | ?
CC(=O)C1=C(C)Nc2ncnn2C1c1ccccc1OCc1ccccc1 (stereo not given) | -2% | 8% | 0% | 7% | 16% | -7% | -5% | -3% | -1%
CCOC(=O)c1[nH]c2cc3c(cc2c1NC(=O)CN1CC(C)CC(C)C1)OCO3 (stereo not given) | ? | -18% | 0% | ? | ? | 8% | 22% | ? | ?
OCCN(Cc1ccccc1)C(=S)Nc1ccc(Cl)cc1Cl | 18% | -22% | 3% | -19% | ? | 3% | ? | ? | ?
CS(=O)(=O)N(CCc1ccccc1)CC(=O)N1CCN(c2ccc(F)cc2)CC1 | 8% | -7% | -12% | -4% | -14% | -19% | 0% | -17% | ?
CC(=O)c1ccc(NC(=O)c2ccc3c(c2)C(=O)N(c2ccccn2)C3=O)cc1 | -23% | -1% | -2% | -7% | ? | 2% | -21% | ? | -4%
CCOc1ccc(S(=O)(=O)NCC2CCCO2)cc1NC(=O)c1ccccc1F (stereo not given) | 2% | -12% | 8% | -1% | -1% | -3% | -5% | -8% | 15%
COCCN1C(=O)COc2ccccc2C1C(=O)NC(C)(C)C (stereo not given) | 15% | 2% | 1% | 16% | 8% | 1% | · | ? | 19%
Cc1nn(-c2cc(Cl)ccc2N)c(=O)c2ccccc12 | -11% | -2% | 1% | 7% | -4% | 1% | -10% | 3% | -17%
O=C(Nc1c(F)cc(F)cc1Br)c1ccco1 | -5% | 4% | 1% | 9% | 10% | 3% | -5% | -15% | 0%
COC(=O)c1ccccc1N(C)C(=O)C12CCC(C)(C(=O)O1)C2(C)C (stereo not given) | 5% | 1% | -2% | 11% | 5% | 14% | -3% | 2% | -4%
Clc1ccc(-n2ncc3c(NCc4cccs4)ncnc32)cc1 | 23% | -28% | 8% | -5% | -3% | -2% | -3% | 0% | 2%
CCn1cc(C(=O)N[C@H](C(=O)NCCCO)C(C)C)c(=O)c2cc3c(cc21)OCO3 | 7% | 7% | -4% | 6% | -4% | ? | -20% | 1% | 18%
Cc1ccc(NC(=S)N(CCCN2CCC(C)CC2)Cc2ccco2)cc1C | -10%[9.22 µM] | -25% | 6% | -9% | 20% | ? | -3% | 23µM* | ?
Cc1ccc(-n2nc(C)c3c(C(=O)Nc4ccc(C)cc4Cl)cc(C)nc32)cc1 | 10% | · | · | · | 14% | 0% | · | 0% | 6%
CCc1ccccc1Nc1nn2c(=O)c3ccc(C(=O)NCc4ccc(C)cc4)cc3nc2s1 | 3% | · | -7% | · | 2.9µM* | -12% | · | 0% | ?
CCC(c1nnnn1-c1ccc2c(c1)OCCO2)N1CCN(c2ccccn2)CC1 (stereo not given) | ? | -8% | 4% | -1% | -5% | 2% | · | -27% | 22%
Cc1ccc(/C=C(\NC(=O)c2ccccc2)C(=O)NCCc2ccccn2)o1 | 20% | 9% | -4% | 2% | 8% | -25% | 9% | 2% | 2%
Cc1ccc(NC(=O)C2=C(O)c3ccccc3N(C)S2(=O)=O)cc1 | -13% | 5% | -11% | 2% | 9% | -5% | 1% | 1% | ?
